# Screening results deposited in PubChem BioAssay by The Scripps Research Institute Molecular Screening Center.
# CHRM5 agonist = CHRM5 agonism in calcium assay; CHO-K1 hM5 cells, Fluo-8 calcium fluorescence; 0% DMSO wells, 100% maximal acetylcholine response; activation, % at 3 µM; AID 624037; 0.19% of 360,000 active;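 active = activation above the run's mean over test compounds plus 3 SD, cut at about 23% in these data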;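 also: signal is peak over basal fluorescence ratio across the kinetic read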
# Target sequence (P08912 whole entry, looked up): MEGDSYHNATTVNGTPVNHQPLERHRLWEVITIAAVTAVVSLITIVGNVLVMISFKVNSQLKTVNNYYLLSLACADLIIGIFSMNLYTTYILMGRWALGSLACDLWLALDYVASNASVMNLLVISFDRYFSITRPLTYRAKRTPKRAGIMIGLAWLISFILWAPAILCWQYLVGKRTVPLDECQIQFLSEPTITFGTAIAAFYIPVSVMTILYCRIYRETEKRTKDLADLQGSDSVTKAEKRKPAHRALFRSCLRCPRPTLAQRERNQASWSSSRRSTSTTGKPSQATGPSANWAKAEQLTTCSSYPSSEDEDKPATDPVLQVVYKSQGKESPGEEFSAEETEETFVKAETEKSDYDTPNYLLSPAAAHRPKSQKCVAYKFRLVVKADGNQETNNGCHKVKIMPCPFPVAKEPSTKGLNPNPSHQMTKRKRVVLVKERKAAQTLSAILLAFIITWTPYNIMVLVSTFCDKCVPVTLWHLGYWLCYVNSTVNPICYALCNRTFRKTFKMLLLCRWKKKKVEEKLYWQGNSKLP
# CHO-K1 Ca antag = nonselective inhibitor or artifact in parental CHO-K1 cells. ATP-induced calcium, Fluo-8 fluorescence. inhibition, % at 3 µM. 0.6% of 360,000 active;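 active = inhibition above a per-plate cutoff, the plate's mean sample inhibition plus 3 SD, cut at about 24% in these data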;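 also: 0% = DMSO plus EC80 ATP and 100% = DMSO alone without ATP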
# M1 ag parental = counter-screen for M1 agonists: effect in parental CHO-K1 cells; Fluo-8 calcium fluorescence; scaled to maximal ATP response, vehicle zero; activation, % at 3 µM; 0.48% of 360,000 active; AID 602248; in the data active = activation above about 15%;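 also: untransfected CHO-K1 host cells lacking M1 receptor as counterscreen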
# M5 antag = antagonists of human muscarinic M5 receptor (CHRM5); P08912; CHO-hM5 cells, Fluo-8 calcium fluorescence, ACh EC80; inhibition, % at 3 µM; 0.59% of 360,000 active;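 active = inhibition above a per-plate cutoff, the mean of that plate's test compounds plus 3 SD, cut at about 27% in these data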;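 also: 0% = acetylcholine EC80 with DMSO and 100% = DMSO without agonist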
# M1 PAM parental = counter-screen for M1 PAMs: effect in parental CHO-K1 cells | ATP EC20, Fluo-8 calcium fluorescence; 0% at ATP EC20, 100% at ATP max | activation, % at 3 µM | 0.02% of 360,000 active | AID 602247;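 active = activation above the run cutoff, the mean activation of all test compounds plus 3 SD, cut at about 40% in these data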;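 also: peak over basal fluorescence ratio in a 140 s read after ATP addition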
# CHRM4 antagonist = antagonists of human muscarinic M4 receptor (CHRM4); CHO-hM4 cells, ACh EC80, Fluo-8 calcium fluorescence; inhibition, % at 3 µM; 0.73% of 360,000 active;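 active = inhibition above its plate's cutoff, the mean inhibition of sample wells plus 3 SD, cut at about 27% in these data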;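 also: 0% = acetylcholine EC80 with DMSO and 100% = DMSO without agonist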
# Target sequence (P08173 whole entry, looked up): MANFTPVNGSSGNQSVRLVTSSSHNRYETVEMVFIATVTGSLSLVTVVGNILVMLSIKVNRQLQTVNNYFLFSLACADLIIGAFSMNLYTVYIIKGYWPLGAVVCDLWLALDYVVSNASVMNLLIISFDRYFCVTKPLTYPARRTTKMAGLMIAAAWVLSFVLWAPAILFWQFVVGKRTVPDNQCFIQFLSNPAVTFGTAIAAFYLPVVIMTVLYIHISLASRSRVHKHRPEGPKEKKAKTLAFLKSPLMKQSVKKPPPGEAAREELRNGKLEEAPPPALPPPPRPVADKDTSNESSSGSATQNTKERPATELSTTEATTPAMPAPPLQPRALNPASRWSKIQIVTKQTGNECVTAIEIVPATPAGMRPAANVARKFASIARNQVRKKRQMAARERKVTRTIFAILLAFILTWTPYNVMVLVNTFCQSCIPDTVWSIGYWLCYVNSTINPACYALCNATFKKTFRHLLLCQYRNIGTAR
# M5 PAM = potentiates acetylcholine response at human M5 receptor. CHO-K1 hM5, Fluo-8 calcium, ACh EC20 PAM; 0% = ACh EC20, 100% = ACh EC100. activation, % at 3 µM. 0.3% of 360,000 active;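 active = activation above the run cutoff, the mean activation of all test compounds plus 3 SD, cut at about 18% in these data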
#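 Assay system: CHO-K1 hM5 cells / Incubation: Fluo-8 loading 80 min at 37 °C plus 30 min room temperature / Technique: Fluo-8 calcium dye fluorescence, kinetic read / Repeats: single replicate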
# M4 PAM = CHRM4 positive allosteric modulation | activation, % at 3 µM | P08173 | CHO-K1 hM4/Gqi5, Fluo-8 calcium fluorescence, ACh EC20; 0% = ACh EC20, 100% = maximal ACh | 0.4% of 360,000 active;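 active = activation above its plate's cutoff, the mean activation of sample wells plus 3 SD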; also: some results filed as inactive read as strong as hits
# M4 ag = agonists of human muscarinic M4 receptor (CHRM4); CHO-K1 hM4/Gqi5, Fluo-8 calcium fluorescence; vehicle 0%, full acetylcholine response 100%; activation, % at 3 µM; P08173; 0.14% of 360,000 active;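 active = activation above the run mean over all test wells plus 3 SD, cut at about 32% in these data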;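 also: peak over basal fluorescence ratio per well then scaled between controls; 0% = DMSO wells and 100% = acetylcholine at EC100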
# * marks the source's active call; other numbers are inactive results; x = not tested or not shown.
# Start of the listing, in advance (5 entries):
[1] O=C(O)c1cccc(Nc2nc3ccccc3nc2NS(=O)(=O)c2ccccc2)c1
[2] Nc1cccc(S(=O)(=O)Nc2ccc(SC(F)F)cc2)c1
[3] CS(=O)(=O)N1CC2CCCN2c2ccc(C(F)(F)F)cc21 (centres undefined)
[4] CC(C)(C)NC(=O)NC(=O)CN1CCCCC1
[5] CN(CCNC(=O)CCCOc1cc(=O)n(C)c2ccccc12)Cc1ccccc1

screen / no.,1,2,3,4,5
CHRM5 agonist,1,5,-3,0,-6
CHO-K1 Ca antag,-11,12,8,-10,-3
M1 ag parental,-0.1,0.6,0.0,-0.1,0.7
M5 antag,11,-4,6,5,3
M1 PAM parental,15,-20,-6,-3,11
CHRM4 antagonist,5,-2,-12,1,0
M5 PAM,-6,3,2,5,-1
M4 PAM,10,-13,11,-1,-5
M4 ag,1,2,3,2,1

# The list itself, previewed entries included:
[1] O=C(O)c1cccc(Nc2nc3ccccc3nc2NS(=O)(=O)c2ccccc2)c1
[2] Nc1cccc(S(=O)(=O)Nc2ccc(SC(F)F)cc2)c1
[3] CS(=O)(=O)N1CC2CCCN2c2ccc(C(F)(F)F)cc21 (centres undefined)
[4] CC(C)(C)NC(=O)NC(=O)CN1CCCCC1
[5] CN(CCNC(=O)CCCOc1cc(=O)n(C)c2ccccc12)Cc1ccccc1
[6] CC(C)C1Cc2nc(Cl)c(C#N)cc2CO1 (centres undefined)
[7] CC(=O)OCC(=O)C1(O)CCC2C3CC(C)C4=CC(=O)CCC4(C)C3C(O)CC21C (centres undefined)
[8] O=C(c1cnccn1)N(Cc1ccco1)C1(C(=O)NC2CCCCC2)CCCCC1
[9] O=C(Nc1nnc(-c2ccccc2)s1)c1ccccc1F
[10] COc1cc(C2NC(=O)CS2)cc(OC)c1OC (centres undefined)

screen / no.,1,2,3,4,5,6,7,8,9,10
CHRM5 agonist,1,5,-3,0,-6,2,2,2,4,1
CHO-K1 Ca antag,-11,12,8,-10,-3,1,-10,11,3,-10
M1 ag parental,-0.1,0.6,0.0,-0.1,0.7,0.7,1.2,0.5,0.4,2.0
M5 antag,11,-4,6,5,3,-4,18,-2,-2,-11
M1 PAM parental,15,-20,-6,-3,11,7,7,-7,-5,27
CHRM4 antagonist,5,-2,-12,1,0,-3,-1,-5,-9,5
M5 PAM,-6,3,2,5,-1,6,-12,0,-1,2
M4 PAM,10,-13,11,-1,-5,2,-2,3,5,0
M4 ag,1,2,3,2,1,1,3,2,2,1

[11] CC(C)CNC(=S)NNC(=O)c1nn(C)cc1Cl
[12] CCOC(=O)c1ccc(N2C(=O)CC(NNC(=O)c3ccc(Br)s3)C2=O)cc1 (centres undefined)
[13] Cc1cc(C)cc(OCC(=O)Nc2ccc(N3CCOCC3)cc2N2CCOCC2)c1
[14] Cc1ccc2c(c1)COc1c3ccc(C(=O)N[C@@H](C)CO)cc3nn1-2
[15] N#CNC(=Nc1cccc(F)c1)SCc1ccccc1F
[16] CCOC(=O)c1ccc(NC(=O)CCn2c(=O)oc3ccccc32)cc1
[17] Cc1[nH]c2ccc(C(=O)N3CCN(c4ccccc4Cl)CC3)cc2c1C
[18] CCOc1cc(N2CCOCC2)c(OCC)cc1NC(=O)CSc1ccccc1C(=O)O
[19] COc1ccc(C(NC(=O)c2c(F)c(F)c(F)c(F)c2F)c2ccccc2)cc1 (centres undefined)
[20] CCCCOC(=O)Nc1ccc(S(=O)(=O)Nn2cnnc2)cc1

screen / no.,11,12,13,14,15,16,17,18,19,20
CHRM5 agonist,-3,4,1,1,3,-1,-3,3,-7,2
CHO-K1 Ca antag,-2,-2,0,-9,14,9,5,-13,-8,-19
M1 ag parental,0.2,0.7,0.1,-0.1,8.4,0.3,-0.2,-0.4,-0.1,0.5
M5 antag,-1,4,8,9,25,0,3,-6,17,2
M1 PAM parental,20,7,-16,4,3,-7,-17,-7,9,16
CHRM4 antagonist,1,6,8,6,7,-2,4,-19,10,4
M5 PAM,-2,-1,1,-2,-13,-1,-10,8,-12,1
M4 PAM,-2,-3,19,3,-9,-5,-2,10,-9,1
M4 ag,0,1,1,0,9,3,3,0,0,0

[21] O=C1CC2(CCN(C(=O)c3cccc(Br)c3)CC2)Oc2ccccc21
[22] O=C(N/N=C/c1ccco1)c1cnccn1
[23] CN1CCN(C(=O)c2ccc3c(=O)n(CCc4ccccc4)c(=S)[nH]c3c2)CC1
[24] CCc1ccc(NC(=S)N(CCCN2CCOCC2)Cc2ccco2)cc1
[25] Cc1ccc(C)c(-n2c(CNC(=O)c3ccco3)nnc2SCC(=O)Nc2nccs2)c1
[26] CCOc1ccc(N2CC(C(=O)NC3=NCCS3)CC2=O)cc1 (centres undefined)
[27] Cc1ccc(NC(=O)CCC(=O)Nc2nnc(C3CCCCC3)s2)cc1
[28] Cc1ccccc1OCC(=O)N(Cc1ccco1)c1c(N)n(Cc2ccccc2)c(=O)[nH]c1=O
[29] O=C(COC(=O)c1ccc(F)cc1F)Nc1cc(S(=O)(=O)N2CCOCC2)ccc1Cl
[30] COc1cc(-c2cc(C(=O)Nc3ccc(S(=O)(=O)Nc4ncccn4)cc3)c3ccccc3n2)cc(OC)c1OC

screen / no.,21,22,23,24,25,26,27,28,29,30
CHRM5 agonist,0,4,-5,-7,-4,0,-6,2,3,2
CHO-K1 Ca antag,-4,-6,-9,-6,-10,-6,0,-4,5,-21
M1 ag parental,0.8,0.3,0.8,6.5,-0.2,0.4,0.0,0.0,0.5,0.7
M5 antag,12,-5,-11,7,-1,12,5,1,3,-1
M1 PAM parental,-16,10,15,15,16,12,-9,-12,-12,6
CHRM4 antagonist,-2,8,7,3,-1,2,0,9,11,0
M5 PAM,-5,4,7,0,2,-4,4,1,-1,4
M4 PAM,13,-10,6,8,1,-1,20*,-2,-9,16
M4 ag,5,1,2,1,1,1,0,1,2,1

[31] CC1(C(=O)NS(=O)(=O)Cc2ccccc2)CCN1C(=O)Cc1ccccc1 (centres undefined)
[32] O=S(=O)(NC1CCN(Cc2ccccc2)CC1)c1ccc(Cl)cc1
[33] S=c1[nH]nc(-c2ccc(Br)cc2)n1Cc1ccccc1
[34] CCOc1cc([N+](=O)[O-])c2nc(N)sc2c1
[35] COc1cc(C=O)ccc1OCCSc1ccc(Cl)cc1
[36] CC1(C(=O)Nc2ccc3c(c2)OCCO3)CSCC(=O)N1CCOc1ccccc1 (centres undefined)
[37] Cc1nc2c3ccccc3n(CC(=O)c3ccc(F)cc3)c(=O)n2n1
[38] CCC(C)(C)NC(=O)C(c1ccccc1F)N(Cc1ccco1)C(=O)c1csnn1 (centres undefined)
[39] CC(C)Cc1nnc(NC(=O)CCC(=O)N2CCN(C3CCCC3)CC2)s1
[40] Cc1ccc(NCC(=O)Nc2ccc(F)c(Cl)c2)cc1S(=O)(=O)N1CCOCC1

screen / no.,31,32,33,34,35,36,37,38,39,40
CHRM5 agonist,0,-18,-10,-5,-2,-3,1,2,-2,5
CHO-K1 Ca antag,-5,-13,-6,-18,-8,x,-1,-15,-16,-5
M1 ag parental,0.6,3.7,2.6,1.4,1.1,x,0.3,0.4,-0.1,7.9
M5 antag,-1,-4,-4,3,3,-5,6,-11,4,4
M1 PAM parental,6,13,24,20,19,x,7,23,2,-11
CHRM4 antagonist,-14,-6,-7,15,-13,-12,7,6,-5,-11
M5 PAM,-1,-14,-4,4,-4,-3,-5,6,-4,-14
M4 PAM,4,-13,-8,17,-3,-1,2,14,-10,-1
M4 ag,0,7,1,1,-2,4,1,0,-1,20

[41] Cc1oc(-c2cccc(F)c2)nc1CN1CCCCC1CCc1ccccn1 (centres undefined)
[42] COc1cc(/C=N/NC(=O)c2ccc3c(c2)OCO3)ccc1O
[43] Cc1oc2c(C)c3oc(=O)c(CCC(=O)N4CCC(C(=O)NCCC(=O)O)(c5ccccc5)CC4)c(C)c3cc2c1C
[44] C=CCOC(=O)C1=C(C)NC(=S)NC1/C=C/c1ccccc1 (centres undefined)
[45] CC(NC(=O)/C=C/c1ccccc1[N+](=O)[O-])C1CC2CCC1C2 (centres undefined)
[46] CN1CCN(C(=O)C2CCN(S(=O)(=O)c3ccccc3[N+](=O)[O-])CC2)CC1
[47] COC(CNC(=S)Nc1ccc([N+](=O)[O-])cc1)OC
[48] N#Cc1c(C(F)(F)F)cc(-c2ccccc2)nc1SCC(=O)N1CCOCC1
[49] COc1cccc(C(=O)/C=C/Nc2ccc(S(=O)(=O)Nc3nc(C)cc(C)n3)cc2)c1
[50] O=C(N/C(=C/C=C\c1ccccc1)C(=O)N1CCOCC1)c1ccc(Br)cc1

screen / no.,41,42,43,44,45,46,47,48,49,50
CHRM5 agonist,-6,-2,-2,-3,-4,0,3,1,0,-5
CHO-K1 Ca antag,-16,1,-8,-9,-14,-5,11,7,-16,-15
M1 ag parental,-0.2,1.4,1.3,-0.5,0.0,0.0,1.4,-0.2,0.9,1.7
M5 antag,7,-2,4,-2,-3,1,-2,-3,-2,8
M1 PAM parental,5,8,28,18,-2,4,-8,-5,21,16
CHRM4 antagonist,-7,-12,-1,-7,4,-5,9,-5,-2,-16
M5 PAM,-3,2,-1,-7,-1,3,-5,-2,-4,0
M4 PAM,-4,-3,9,0,1,10,-5,2,6,-1
M4 ag,1,4,0,-2,3,1,5,1,1,5

[51] CN(C(=O)CN1C(=O)c2ccccc2S1(=O)=O)C1CCCCC1
[52] CCCCOC(=O)Nc1ccc2c(C)cc(=O)oc2c1
[53] CC(C)Oc1ccc(CC2CC(=O)NC2=O)cc1 (centres undefined)
[54] COc1cccc(/C=C/C(=O)Nc2ccc3[nH]c(=O)[nH]c3c2)c1
[55] S=c1[nH]nc(-c2ccccn2)n1/N=C/c1cccc2ccccc12
[56] CN1CCN(c2ccc(NC(=O)COc3ccccc3[N+](=O)[O-])cc2)CC1
[57] Clc1ccc(Cc2nnc(-c3ccccc3Br)o2)cc1
[58] CN(C(=O)COC(=O)c1ccc2[nH]c3c(c2c1)CCCC3)C1CCS(=O)(=O)C1 (centres undefined)
[59] CSCC[C@H](NC(=O)OC(C)(C)C)c1nnc(SCC(=O)N(C)C)o1
[60] c1ccc(C2(c3ccccc3)OCC(Cn3cncn3)O2)cc1 (centres undefined)
[61] Cc1nnc2c3ccccc3ccn12

screen / no.,51,52,53,54,55,56,57,58,59,60,61
CHRM5 agonist,0,-3,-2,1,-1,-2,3,-5,-3,-6,7
CHO-K1 Ca antag,-7,-3,13,9,-4,3,3,-8,-11,-5,-20
M1 ag parental,0.3,0.5,-0.3,0.0,0.4,0.0,-0.4,0.2,0.4,0.2,2.1
M5 antag,2,0,-10,0,1,0,-3,-8,-3,-6,3
M1 PAM parental,-2,16,-7,-14,3,5,8,21,20,9,26
CHRM4 antagonist,11,-10,17,17,10,-2,-8,-4,4,-2,-7
M5 PAM,4,-5,5,-3,0,8,4,4,-4,-2,2
M4 PAM,5,30*,-5,-9,9,4,0,8,-4,8,6
M4 ag,0,0,0,1,1,1,0,1,5,0,0

# 3 compounds from above, reduced to M5 PAM:
cpd | SMILES | M5 PAM
56 | CN1CCN(c2ccc(NC(=O)COc3ccccc3[N+](=O)[O-])cc2)CC1 | 8
57 | Clc1ccc(Cc2nnc(-c3ccccc3Br)o2)cc1 | 4
58 | CN(C(=O)COC(=O)c1ccc2[nH]c3c(c2c1)CCCC3)C1CCS(=O)(=O)C1 (centres undefined) | 4
